Assay outcomes: PubChem, National Center for Advancing Translational Sciences (NCATS)
EPAC1 antagonist = antagonists of human EPAC1; 0.14% of 360,000 active; AID 720709; EPAC1 GEF assay, Rap1b-BODIPY-GDP exchange fluorescence; O95398; Potency, µM (doses to about 115 µM), for the others: at the top dose activity change, negative = inhibition, most hits filed as inhibitors;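 note: potency is the fitted concentration of half-maximal effect; plate controls were vehicle for no effect and positive control for full effect; nearly all actives have a fitted effect of over 50% in size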
Mm-Cpn inhibitor = M. maripaludis TRiC chaperonin inhibition; purified Mm-Cpn ATPase, ADP Transcreener TR-FRET; Potency, µM (highest dose often 76.9 µM), for inactives: at the top dose activity, negative = inhibition, usual class: inhibitors; 0.031% of 330,000 active; AID 504842; note: potency is the fitted concentration of half-maximal effect; % is set by controls: 0 for no effect and ±100 for the full control effect; nearly all actives have a fitted effect of over 80% in size
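Compound-treated chaperonin, 25 nM final, turns over 10 uM ATP at 37°C for 30 min following a 10 min preincubation; ADP generated competes with ADP-d2 for Eu-cryptate antibody, lowering FRET.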
PLK1 PBD inh = blocks phosphopeptide binding to human PLK1 polo-box domain; 2.8% of 360,000 active; Potency, µM, for the others: max response, negative = inhibition, usual class: inhibitors; Plk1 PBD binding of FITC phosphopeptide, fluorescence polarization; AID 720504; note: potency is the fitted concentration of half-maximal effect; series mostly up to about 57 µM; % is set by controls: 0 for no effect and ±100 for the full control effect; nearly all actives have a fitted effect of over 65% in size
Target sequence (P53350 whole entry, looked up, the tested form may be a part): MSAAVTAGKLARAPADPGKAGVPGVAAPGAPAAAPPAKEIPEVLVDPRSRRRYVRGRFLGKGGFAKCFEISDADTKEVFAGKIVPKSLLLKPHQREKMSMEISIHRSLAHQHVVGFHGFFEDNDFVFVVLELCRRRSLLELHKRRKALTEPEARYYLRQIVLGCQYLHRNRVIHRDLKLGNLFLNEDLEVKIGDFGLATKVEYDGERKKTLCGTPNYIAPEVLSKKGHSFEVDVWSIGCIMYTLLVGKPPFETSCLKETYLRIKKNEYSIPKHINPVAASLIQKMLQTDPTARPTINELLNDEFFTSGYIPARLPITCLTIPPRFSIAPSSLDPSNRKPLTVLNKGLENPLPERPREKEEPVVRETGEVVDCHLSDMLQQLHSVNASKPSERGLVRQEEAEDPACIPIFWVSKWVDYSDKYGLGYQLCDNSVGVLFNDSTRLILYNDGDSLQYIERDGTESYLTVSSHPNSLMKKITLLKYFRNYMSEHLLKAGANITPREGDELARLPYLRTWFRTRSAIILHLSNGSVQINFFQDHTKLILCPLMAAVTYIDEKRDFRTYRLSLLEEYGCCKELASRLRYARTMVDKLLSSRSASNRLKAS
WRN inhibitor = blocks human WRN helicase; WRN helicase unwinding, fluorescent forked duplex, kinetic; Q14191; 0.46% of 360,000 active; Potency, µM (doses to about 114 µM), for inactives: at the highest dose activity change, negative = inhibition, hits mostly inhibitors; note: potency is the fitted concentration of half-maximal effect; % is set by controls: 0 for no effect and ±100 for the full control effect; nearly all actives have a fitted effect of over 55% in size
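Fluorescence dequenching readout, ex 525 nm/em 598 nm, kinetic mode: forked duplex DNA (100 nM final) with adjacent fluorophore and quencher unwound by WRN (20 nM final) with 2 mM ATP. Compound preincubation 15 min, room temperature.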
PI5P4K alpha inh = PI5P4K alpha (human) kinase inhibition; PI5P4Kalpha enzyme, ADP-Glo luminescence, 60 min; active compounds read low; max response, %; 1.2% of 330,000 active; AID 652105; active = max response of -50% or lower; inconclusive = between -30% and -50%; inactive = -30% or higher; note: value at the top dose of about 77 µM; % is set by controls: 0 for no effect and ±100 for the full control effect
Target sequence (P48426 whole entry, looked up): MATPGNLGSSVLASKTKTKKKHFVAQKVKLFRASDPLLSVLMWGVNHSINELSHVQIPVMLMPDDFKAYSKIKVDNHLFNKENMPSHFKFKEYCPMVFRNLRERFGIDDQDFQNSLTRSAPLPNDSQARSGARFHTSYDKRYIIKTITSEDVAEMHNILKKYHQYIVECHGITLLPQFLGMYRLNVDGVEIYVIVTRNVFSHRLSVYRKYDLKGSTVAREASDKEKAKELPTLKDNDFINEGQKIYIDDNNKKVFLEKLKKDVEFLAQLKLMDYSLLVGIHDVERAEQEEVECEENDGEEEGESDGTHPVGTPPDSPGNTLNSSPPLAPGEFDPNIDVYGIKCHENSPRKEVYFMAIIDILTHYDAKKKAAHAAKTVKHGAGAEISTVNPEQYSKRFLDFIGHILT
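Controls without substrate or without enzyme flank wells where PI5P4Kalpha converts substrate using 5 microM ATP (final). Incubation lasts 60 minutes at room temperature; ADP formed is read by ADP-Glo luminescence.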
EPAC2 antagonist = blocks human EPAC2 exchange factor; Q8WZA2; EPAC2 GEF exchange of Rap1B-BODIPY-GDP, fluorescence; Potency, µM (top dose mostly 114 µM), inactives show at the top dose activity, negative = inhibition, usual class: inhibitors; 0.18% of 360,000 active; note: potency is the fitted concentration of half-maximal effect; % is set by controls: 0 for no effect and ±100 for the full control effect; nearly all actives have a fitted effect of over 45% in size; many of its hits are not listed in these tables
EPAC1 ag = agonists of human EPAC1; O95398; EPAC1 agonist qHTS, biochemical assay; response scale: 100% = response to 6.5 mM cAMP; Potency, µM (series often up to 154 µM), without a hit: at the top dose activation, usual class: activators; 0.073% of 360,000 active; AID 720707; note: potency is the fitted concentration of half-maximal effect; nearly all actives have a fitted effect of over 60% in size
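Multi-concentration qHTS readout: loss of Rap1B-bound BODIPY-GDP fluorescence driven by 100 nM EPAC1 with excess GDP (50 uM), monitored kinetically at room temperature; agonist response expressed relative to 6.5 mM cAMP.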
CCT modulator = modulators of cytosolic chaperonin (CCT/TRiC) activity; purified chaperonin ATPase assay, HTRF ADP detection, 30 min; activity change, % (concentration not given with the values), hits read low; 0.3% of 360,000 active; AID 651819; in the data active = activity change below about -30%; note: % is set by controls: 0 for no effect and ±100 for the full control effect
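TRiC at 40 or 20 nM final (batch-dependent) in 30 mM Tris pH 7.4, 100 mM KCl, 5 mM MgCl2, 1 mM DTT, with compound at single 76 uM and 10 uM ATP, 30 min at 37 deg C. ADP detected by HTRF Transcreener, 665/615 ratio.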
* marks the source's active call; other numbers are inactive results; ? = inconclusive; / = no result given; [ ] = another dose, or the depositor's remark. Unless noted, calls come from the whole dose curve; as a rule, active = well fitted curve in the direction sought with a large enough effect; inconclusive = small, poorly fitted or top-dose-only effect, or another doubt; inactive = no such curve, though single readings can be large; an effect the other way counts as inactive or inconclusive. These rows are one share of the data; the hit share may differ from the screen's.

SMILES	EPAC1 antagonist	Mm-Cpn inhibitor	PLK1 PBD inh	WRN inhibitor	PI5P4K alpha inh	EPAC2 antagonist	EPAC1 ag	CCT modulator
Cc1ccc(N(C(=O)CNC(=O)c2ccco2)C(C(=O)NC2CCCC2)c2ccncc2)cc1C (configuration not stated)	5%	1%	5%	-5%	4	-1%	7%	-1.2
Cc1ccc(C(=O)Cn2nnc(-c3ccccc3)n2)cc1	-15%	3%	?	-7%	2	0%	15%	-3.0
CC(C)(C)OC(=O)N(CCc1ccccc1)Cc1cccc(OCc2cccc(NC(=O)c3ccccc3)c2)c1	-17%	/	24µM*	-8%	?	1%	-7%	-1.1
O=C1Nc2c(c(=O)[nH]c(=O)n2-c2ccccc2)C(C(F)(F)F)(C(F)(F)F)N1	11%	0%	-4%	1%	/	3%	3%	-6.5
COc1ccc(/C=c2\s/c(=C/C(=O)c3ccc(C)cc3)[nH]c2=O)c(OC)c1	?	1%	0%	-12%	8	23%	-65%[inhibitor]	0.3
COc1ccc(Cl)cc1NC(=O)CN(C)CC(=O)N1CC(=O)Nc2ccccc21	4%	2%	4%	5%	-1	7%	-7%	1.2
CC(C)CN(C(=O)Cn1c(=O)cnc2ccccc21)C1CCS(=O)(=O)C1 (configuration not stated)	13%	1%	-1%	9%	-4	11%	-8%	1.2
CSc1sc(C)cc1C1C(C#N)=C(N)N(c2cccnc2)C2=C1C(=O)CCC2 (configuration not stated)	-9%	-2%	-21%	-18%	/	-12%	7%	-2.5
Cc1nc(C)n(CC(O)COc2ccc3ccccc3c2)n1 (configuration not stated)	8%	-15%	-5%	-4%	/	6%	9%	-1.8
CC(=O)c1ccc(OC(C)C)c(CN2CCCCC2)c1	18%	0%	-8%	-16%	/	18%	-3%	-1.6
O=C(c1ccc(OC2CCN(C/C=C/c3ccc(F)cc3)CC2)cc1)N1CCCCC1	3%	1%	3%	-10%	1	-11%	-3%	-0.3
COC(=O)c1ccc(NC(=O)C(=O)N2CCN(C(=S)Nc3cccc(C)c3C)CC2)cc1	-8%	1%	-12%	?	-5	-3%	-13%	-3.0
CCN(CC1CCCN(CCc2cccc(F)c2)C1)C(=O)c1cc(C)oc1C (configuration not stated)	17%	0%	-2%	3%	-2	-5%	-5%	2.6
C[C@@H]1CC[C@]2(C(=O)O)CC[C@]3(C)C(=CCC4[C@]56CC[C@@](O)(OC5)C(C)(C)C6CC[C@]43C)C2[C@H]1C (some centres not stated)	8%	1%	?	-3%	-18	-6%	-44%[inhibitor]	0.0
COCCCNC(=O)c1cc(S(=O)(=O)N2CCOCC2)ccc1SCc1cccc(OC)c1OC	5%	4%	-13%	-30%	2	-8%	5%	-3.4
NC(=O)CSc1nnc(-c2ccco2)n1-c1ccc(F)cc1	-11%	/	-21%	7%	-6	2%	5%	-2.5
Cc1cccc(C)c1C(=NCCCN(C)C)c1ccccc1	-6%	0%	-7%	4%	11	1%	-1%	-2.1
O=C(c1ccccc1)N1CCC(=O)N(C(CO)Cc2ccccc2)CC1 (configuration not stated)	3%	/	-15%	4%	-8	10%	3%	-0.6
CCc1nc2ccccc2n(CCOCCOCCn2c(=O)c(CC)nc3ccccc32)c1=O	9%	-1%	0%	1%	-2	0%	11%	-5.7
O=C(c1cc2ccccc2oc1=O)N1CCN(c2ccc(N3CCOCC3)nn2)CC1	-16%	0%	-11%	0%	0	8%	-13%	-2.2
CN(C)c1oc(-c2ccco2)nc1S(=O)(=O)c1ccc(Br)cc1	13%	-1%	2%	5%	-5	5%	7%	0.1
O=C(c1ccc2ccccc2c1)N1CCOCC1	-4%	0%	2%	-5%	2	18%	3%	1.5
CCC1([N+](=O)[O-])COC(c2ccc(OC)cc2)OC1 (configuration not stated)	10%	/	-8%	-16%	-2	-6%	-2%	-0.5
COc1cc(/C=C2\SC(=S)N(CCC(=O)N3CCCCC3)C2=O)cc(OC)c1OC	?	2%	1%	-6%	3	3%	12%	1.1
Cc1ccc(NC(=O)COC(=O)/C=C/c2c(C)nn(-c3ccc(F)cc3)c2Cl)cc1F	-2%	0%	-12%	-24%	3	7%	-8%	0.3
N#Cc1ccccc1Oc1ccccc1C=O	-18%	-2%	-12%	2%	-7	-9%	-3%	-1.6
CCOC(=O)c1[nH]n(-c2ccc(Cl)cc2)c(=O)c1C	3%	-3%	-9%	2%	?	1%	0%	-1.4
C=CCc1ccccc1OCC(O)CN1CCN(c2ccc(C)cc2)CC1 (configuration not stated)	-19%	1%	-3%	-2%	/	-11%	8%	-0.7
Cc1ccccc1-n1nc2c(c1NC(=O)c1ccc3c(c1)OCO3)CS(=O)(=O)C2	6%	1%	-8%	-32%	7	9%	-5%	-1.9
O=C(NCc1ccccc1F)C(=O)NCC1CCCN1S(=O)(=O)c1cccs1 (configuration not stated)	-13%	-2%	3%	-4%	-11	0%	-1%	-2.5
CCOc1ccc(N/C=C/C(=O)c2ccc(OC)cc2)c([N+](=O)[O-])c1	4%	-1%	-7%	73%[activator]	/	-6%	11%	0.3
O=C(CSc1nnc2ccc(-c3cccnc3)nn12)Nc1ccc(F)cc1F	31%[activator]	2%	-2%	-1%	-8	17%	-11%	-0.9
COc1ccc(NC(=O)c2cccc3c(Br)cccc23)cc1	9%	0%	0%	7%	3	-5%	2%	0.7
COc1cccc(CNC(=S)Nc2ccc3c(c2)c(=O)n(C)n3Cc2ccc(F)cc2)c1	-16%	/	-24%	-8%	-2	4%	-5%	-1.3
CC(NC(=O)CCc1nnc(-c2ccccc2)o1)c1ccccc1 (configuration not stated)	-3%	1%	-14%	1%	-2	2%	1%	-0.7
Cc1onc(-c2ccccc2)c1C(=O)NCCc1ccc(Cl)cc1	7%	1%	-4%	-8%	13	-1%	-5%	0.6
Cc1ccccc1-c1cc2nc(Oc3cccc(F)c3)n(C)c(=O)c2s1	-19%	/	-5%	-2%[57.1 µM]	0	-3%	7%	0.6
COc1ccc(-c2csc3nc(C(C)(C)C)oc(=O)c23)cc1OC	-16%	-2%	1%	7%	-4	-17%	-2%	1.2
COc1ccc(C(=O)NNC(=O)C(=O)NCc2ccccc2)cc1	-1%	1%	3%	2%	1	10%	-6%	-0.7
c1coc(C2OCC3(CO2)COC(c2ccco2)OC3)c1 (configuration not stated)	-2%	0%	-2%	-31%	0	-4%	-3%	-1.5
CCc1ccc(NC(=O)C2CCN(S(=O)(=O)c3ccc4[nH]c(=O)ccc4c3)CC2)cc1	0%	-5%	3%	0%	4	-7%	-15%	-0.9
COc1ccc(CN=CC2=C(O)CC(C)(C)CC2=O)cc1	-2%	-1%	0%	-6%	-1	-8%	5%	2.4
CCCCC1(Cc2ccc(OC)c([N+](=O)[O-])c2)C(=O)N(c2ccccc2)N(c2ccccc2)C1=O	8%	0%	-3%	3%	4	-6%	-3%	0.1
NC(=O)C1CCN(C2CC(=O)NC2=O)CC1 (configuration not stated)	9%	0%	4%	2%	-4	12%	2%	-3.5
CCCCCC(=O)NC(NC(=S)Nc1ccc(S(N)(=O)=O)cc1)C(Cl)(Cl)Cl (configuration not stated)	0%	1%	-3%	-7%	-4	-14%	0%	1.0
Cc1nn(C(C)C(=O)NCCN2CCCCCC2)c(=O)c2nn(-c3ccccc3)c(C)c12 (configuration not stated)	3%	1%	-9%	-4%	0	4%	11%	1.0
CCN(C(=O)CN1C(=S)NC(C)(C)CC1C)c1ccc(C)c(C)c1 (configuration not stated)	-11%	3%	?	0%	-5	1%	6%	-1.1
O=C(NCCc1ccc(Cl)cc1)c1ncn[nH]1	11%	-1%	-9%	4%	-3	1%	-2%	-1.2
COc1cc(/C=N/NC(=O)CN(Cc2ccccc2)S(=O)(=O)c2ccc3c(c2)OCCO3)ccc1O	?	2%	-6%	-28%	-10	-9%	15%	-1.6
CC1CCC(NC(=O)c2ccc(CS(=O)(=O)Cc3ccccc3F)o2)CC1 (configuration not stated)	0%	-1%	-13%	-3%	-1	-4%	7%	-0.9
Cc1ccc(-n2nc(C(=O)N3CCOCC3)cc2-c2ccc(Cl)cc2)cc1	1%	0%	7%	-8%[57.1 µM]	6	-11%	6%	-0.2
Cc1ccc(S(=O)(=O)CCc2nnc(N)s2)cc1	-1%	0%	-17%	7%	0	-1%	9%	-4.1
CCOC(=O)c1c(NC(=O)COC)sc2c1CCCC2	0%	-6%	-10%	2%	/	4%	3%	-3.6
O=C(NC1CC(=O)N(c2cccc(F)c2)C1)C(=O)c1c[nH]c2ccccc12 (configuration not stated)	-18%	-6%	1%	3%	6	-1%	-6%	1.4
CCOC(=O)C1CCN(Cc2coc3ccc(Cl)cc3c2=O)CC1	12%	0%	-2%	4%	/	9%	2%	-5.1
CCC1(CC)C(=O)N=C2c3ccccc3C(=O)N21	9%	-1%	-2%	-14%[57.1 µM]	-5	4%	-3%	1.2
O=C(NC1CCCCC1)C(C1CC1)n1c(=O)c(-c2ccco2)nc2ccccc21 (configuration not stated)	?	/	?	-7%	?	3%	5%	/
O=C(O)c1csc(-c2ccc(Cl)cc2)n1	-10%	-2%	-15%	-2%	-3	-4%	2%	-2.6
O=C(c1ccco1)N1CCN(Cc2cc(=O)c(OCc3ccc(F)cc3)co2)CC1	-15%	0%	8%	-5%	-3	1%	-4%	-1.5
Cc1cc(NS(=O)(=O)c2ccc(Nc3nc(-c4ccc(O)cc4)cs3)cc2)no1	-12%	1%	?	?	?	?	5%	0.6
CN1CCN(C(=O)Cn2ncc3c([nH]c4ccccc43)c2=O)CC1	-2%	1%	-1%	0%	1	1%	9%	-0.2

Compound profiles, as listed above:
Listed for O=C(O)c1csc(-c2ccc(Cl)cc2)n1 : EPAC1 antagonist: -10%; Mm-Cpn inhibitor: -2%; PLK1 PBD inh: -15%; WRN inhibitor: -2%; PI5P4K alpha inh: -3; EPAC2 antagonist: -4%; EPAC1 ag: 2%; CCT modulator: -2.6
Listed for COC(=O)c1ccc(NC(=O)C(=O)N2CCN(C(=S)Nc3cccc(C)c3C)CC2)cc1 : EPAC1 antagonist: -8%; Mm-Cpn inhibitor: 1%; PLK1 PBD inh: -12%; WRN inhibitor: ?; PI5P4K alpha inh: -5; EPAC2 antagonist: -3%; EPAC1 ag: -13%; CCT modulator: -3.0

Part of the list above, with bars between the fields:
compound | EPAC1 antagonist | Mm-Cpn inhibitor | PLK1 PBD inh | WRN inhibitor | PI5P4K alpha inh | EPAC2 antagonist | EPAC1 ag | CCT modulator
CCOC(=O)c1c(NC(=O)COC)sc2c1CCCC2 | 0% | -6% | -10% | 2% | / | 4% | 3% | -3.6
O=C(NC1CC(=O)N(c2cccc(F)c2)C1)C(=O)c1c[nH]c2ccccc12 (configuration not stated) | -18% | -6% | 1% | 3% | 6 | -1% | -6% | 1.4
